Screens (PubChem BioAssay)
TSG101-PTAP inh: qHTS Assay for Iinhibitors of HIV-1 Budding by Blocking the Interaction of PTAP/TSG101 | Potency, µM (top dose mostly 115 µM), without a hit: top-dose activity change, negative = inhibition, hits mostly inhibitors | Fluorescence polarization, FITC-PTAP peptide / Tsg101 binding | AID 493005, 2010 | Tumor susceptibility gene 101 protein (Homo sapiens), Q99816 | 340,000 tested, under 10 active; active = well fitted inhibition curve with a large enough effect in the main read-out, with a control signal flat, not every such curve was filed as active; inconclusive = small, poorly fitted or top-dose-only effect, or effect the other way, or a change in a side signal; inactive = no such curve, though single readings can be large or run the other way; also: potency is read from the fitted curve at half-maximal effect; % of control where 0% means no effect
Target sequence (Q99816 whole entry, looked up): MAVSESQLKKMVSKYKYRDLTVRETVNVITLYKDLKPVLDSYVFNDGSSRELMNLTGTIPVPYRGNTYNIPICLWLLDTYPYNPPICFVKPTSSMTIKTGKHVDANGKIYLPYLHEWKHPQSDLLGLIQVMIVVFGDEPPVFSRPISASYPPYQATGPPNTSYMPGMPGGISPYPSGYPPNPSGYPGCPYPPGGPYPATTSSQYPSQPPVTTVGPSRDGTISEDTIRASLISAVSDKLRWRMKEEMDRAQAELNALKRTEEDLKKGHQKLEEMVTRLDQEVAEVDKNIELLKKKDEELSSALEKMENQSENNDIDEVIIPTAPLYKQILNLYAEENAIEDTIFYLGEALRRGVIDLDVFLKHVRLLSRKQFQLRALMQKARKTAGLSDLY
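FP read-out: FITC-PTAP peptide, 50 nM final, binding Tsg101 binding domain, 10 uM final; 20 min, r.t.; 10 mM HEPES pH 7.5, 0.15 M NaCl, 0.01% Tween 20, 3 mM EDTA, 0.1 mM TCEP.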
TRPV1 ag: HTS Assay for Compounds that Act as Agonists of the Vanilloid Receptor 1; Transient receptor potential cation channel subfamily V member 1 (Homo sapiens), Q8NER1; TRPV1-expressing cells, Fluo-8 calcium influx, agonist mode; activation, % at 8.33 µM; 320,000 compounds, 0.19% hits; in the data active = activation above about 80%; inconclusive = between about 30% and that limit; also: 0% is about no effect
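Fluo-8 calcium influx in TRPV1-expressing cells, kinetic read (ex 480/em 520 nm). Compound added and read 3 min for agonist activity, followed by capsaicin at EC20 final and 2 min further read for enhancement.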
ELG1 DNA repair: qHTS screen for small molecules that inhibit ELG1-dependent DNA repair in human embryonic kidney (HEK293T) cells expressing luciferase-tagged ELG1; 330,000 compounds, 2.3% hits; HEK293T ELG1-luciferase reporter, luminescence, 16 h; DNA damage induced by 5-fluorouridine; Potency, µM (top dose mostly 46.1 µM), without a hit: at the highest dose activity change, negative = inhibition, actives largely listed as inhibitors; also: potency is read from the fitted curve at half-maximal effect; % is scaled to controls: 0 for no effect and ±100 for the full control effect; nearly all actives have a fitted effect of over 55% in size
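In this reporter screen, reduction of luminescence relative to DMSO vehicle indicated activity. Compounds and 5-fluorouridine were added together to 2,000 cells per well, incubated for 16 hr at 37 °C, then developed with ONE-Glo.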
BRCA1 expr act: qHTS Assay to Identify Small Molecule Activators of BRCA1 Expression | MCF7-BRCA1-FFLuc reporter, luminescence, 48 h; response scale: scaled: vehicle 0%, 10 µM genistein 100% | Potency, µM (top dose mostly 46.1 µM), for inactives: at the top dose activation, actives largely listed as activators | 380,000 compounds, 1.1% hits | AID 624202, 2012; also: potency is read from the fitted curve at half-maximal effect; nearly all actives have a fitted effect of over 80% in size; some results filed as inactive show a strong effect at the top dose
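Using MCF7 cells harboring a BRCA1 firefly luciferase reporter, plated 2 h before compound pinning, the screen measured luminescence after 48 h incubation. Responses were normalized to DMSO and 10 microM genistein, then fitted for concentration-effect.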
TCR activator: Activators of T cell receptors: qHTS campaign | primary human leukocytes, anti-CD3, IL-2 HTRF, 48 h | Potency, µM (top dose mostly 9.22 µM), for the others: top-dose activation of IL-2 secretion, most hits filed as activators | 330,000 tested, under 10 active; also: % of control where 0% means no effect
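Activity was scored as IL-2 release from primary human leukocytes given only a TCR signal (a-CD3 beads) plus compound for 48 hr. Detection used a two-antibody HTRF format read at 665nm.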
CXXC DNA block: qHTS Fluorescence Polarization Assay for Inhibitors of MLL CXXC domain - DNA interaction | Histone-lysine N-methyltransferase 2A (Homo sapiens), Q03164 | MLL-CXXC / FITC-HOXA9 DNA fluorescence polarization | Potency, µM (highest dose often 115 µM), without a hit: at the top dose activity change, negative = inhibition, usual class: inhibitors | 290,000 compounds, 0.037% hits | AID 2662, 2010; active = well fitted inhibition curve with a large enough effect in the polarisation, with a control signal flat, not every such curve was filed as active; inconclusive = small, poorly fitted or top-dose-only effect, or effect the other way, or a change in a side signal; inactive = no such curve, though single readings can be large or run the other way; the % refers to the polarisation; also: potency is read from the fitted curve at half-maximal effect
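Steps: dispense CXXC domain solution (7 uM) → pin compounds or unlabeled HOX-A9 DNA control → 5 min ambient → add FLSN-HOX-A9 solution (50 nM) → spin → 30 min ambient → fluorescence polarization. Tris pH 7.5/NaCl/DTT/BSA buffer.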
a7 integrin act: qHTS for Activators of Integrin-Mediated Alleviation for Muscular Dystrophy; AID 624291, 2012; 350,000 compounds, 0.064% hits; Potency, µM (series often up to 38.3 µM), for the others: at the top dose activation, actives largely listed as activators; alpha7betagal myoblasts, beta-gal FDG fluorescence, 48 h;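 also: potency is read from the fitted curve at half-maximal effect; 100% = response of the positive control SU9516; nearly all actives have a fitted effect of over 60% in size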
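alpha7betagal+/- myoblasts (passage 13, 250/well) treated 48 h at 37C with compounds at 1:260 dilution of DMSO stock. Lysed, then beta-galactosidase activity read as FDG fluorescence (ex 480/em 540) after 30 min, with pre-read for autofluorescence.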
B2AR arrestin: qHTS assay of beta-arrestin-biased ligands of beta2-adrenergic receptor. beta-arrestin recruitment to beta2AR, cell-based reporter. Potency, µM (top dose mostly 46.1 µM), inactives show at the highest dose activation, most hits filed as activators. 330,000 compounds, 0.02% hits. Beta-2 adrenergic receptor (Homo sapiens), P07550. AID 492947, 2010;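 also: potency is read from the fitted curve at half-maximal effect; 0% = DMSO controls and full agonism = EC100 isoproterenol or metaproterenol; nearly all actives have a fitted effect of over 65% in size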
Target sequence (P07550 whole entry, looked up): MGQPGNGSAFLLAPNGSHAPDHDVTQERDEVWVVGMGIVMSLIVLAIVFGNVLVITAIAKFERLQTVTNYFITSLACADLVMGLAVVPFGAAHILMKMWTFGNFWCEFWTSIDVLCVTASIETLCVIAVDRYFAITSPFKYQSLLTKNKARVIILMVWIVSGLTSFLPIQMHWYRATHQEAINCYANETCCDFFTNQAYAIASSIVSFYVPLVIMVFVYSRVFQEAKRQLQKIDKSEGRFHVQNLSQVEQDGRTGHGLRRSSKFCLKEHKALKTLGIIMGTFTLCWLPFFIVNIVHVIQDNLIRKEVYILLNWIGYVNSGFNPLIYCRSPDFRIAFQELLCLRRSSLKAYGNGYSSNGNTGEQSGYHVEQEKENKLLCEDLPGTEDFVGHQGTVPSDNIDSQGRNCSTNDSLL
AT treatment: qHTS Assay for Identifying a Potential Treatment of Ataxia-Telangiectasia | Potency, µM (titrated, usually from 57.5 µM), inactives show top-dose activation, usual class: activators | AID 485349, 2010 | […] A-T fibroblasts, KAP-1 phosphorylation AlphaLISA; neocarzinostatin DNA damage 30 min before lysis | 320,000 compounds, 0.19% hits; also: potency is read from the fitted curve at half-maximal effect; % of control where 0% means no effect; nearly all actives have a fitted effect of over 45% in size
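hTERT-immortalized A-T patient fibroblasts ([…]), 500 cells/well in OPTI-MEM, 1% FBS, got compounds for 60 min, then NCS for 30 min at 37C. Lysates were then assayed for phospho-KAP-1 by AlphaLISA (anti-pKAP1 donor, anti-KAP1 acceptor beads), 6 hr at 25C.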
p53 reactivation: qHTS assay for re-activators of p53 using a Luc reporter. AID 504706, 2011. Potency, µM (highest dose often 92.2 µM), for the others: top-dose activity change, positive = activation, actives largely listed as activators. H1299 p53-A138V BP100-luciferase reporter, luminescence, 24 h. 320,000 compounds, 0.063% hits; also: potency is read from the fitted curve at half-maximal effect; % of control where 0% means no effect; nearly all actives have a fitted effect of over 45% in size
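p53-null H1299 cells stably carrying temperature-sensitive p53-A138V and a BP100-luciferase reporter were pinned with compounds (4-point, 1:5 series) and held 24 hrs at 37 deg C. Luminescence was read 10 min after detection reagent.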
Starred values were filed as active, the others as inactive; ? = inconclusive; . = no result given; [ ] = dose if it differs, or a comment. Unless noted, calls follow the shape of the dose curve; as a rule, active = well fitted curve in the direction sought with a large enough effect; inconclusive = small, poorly fitted or top-dose-only effect, or another doubt; inactive = no such curve, though single readings can be large; an effect the other way counts as inactive or inconclusive.

nr	smiles	TSG101-PTAP inh	TRPV1 ag	ELG1 DNA repair	BRCA1 expr act	TCR activator	CXXC DNA block	a7 integrin act	B2AR arrestin	AT treatment	p53 reactivation
1	Cc1ccc(C(O)P(=O)(OC(C)C)c2ccc(N(C)C)cc2)cc1 (stereo unspecified)	1%	-3	-1%	-3%	0%	-4%	-2%	-0.1%	-4%	-2%
2	O=c1ccc2cc(S(=O)(=O)Nc3ccccc3F)ccc2o1	0%	-4	3%	12%	-7%	-3%	19%	-0.1%	4%	.
3	Nc1ccccc1SC1CC(=O)N(Cc2ccccc2)C1=O (stereo unspecified)	-3%	11	5%	0%	2%	1%	-7%	-0.1%	1%	-1%
4	Cc1nc2ccc(Cl)cc2[nH]1	-7%	.	.	-13%	-1%	.	17%	.	.	.
5	COc1cc(OC)cc(C(=O)Nc2ccc(S(=O)(=O)Nc3cnc4ccccc4n3)cc2)c1	0%	.	.	-10%	4%	.	26%	.	.	.
6	CCC(C)NC(=O)Nc1ccccc1C (stereo unspecified)	-3%	-1	2%	7%	-17%	2%	-8%	0.1%	.	-1%
7	CCOc1cc(C2C(C(=O)c3ccc(C)cc3)=C(C(=O)OC)Nc3nnnn32)ccc1O (stereo unspecified)	-5%	1	20%	-14%	-12%	-3%	8%	-0.8%	.	0%
8	CCCCCNCc1cccn1C	-6%	0	-5%	-3%	10%	4%	-2%	-0.1%	-5%	5%

Only TSG101-PTAP inh (three entries from above):
| cpd | smiles | TSG101-PTAP inh |
| --- | --- | --- |
| 6 | CCC(C)NC(=O)Nc1ccccc1C (stereo unspecified) | -3% |
| 7 | CCOc1cc(C2C(C(=O)c3ccc(C)cc3)=C(C(=O)OC)Nc3nnnn32)ccc1O (stereo unspecified) | -5% |
| 8 | CCCCCNCc1cccn1C | -6% |

(further entries)
nr	smiles	TSG101-PTAP inh	TRPV1 ag	ELG1 DNA repair	BRCA1 expr act	TCR activator	CXXC DNA block	a7 integrin act	B2AR arrestin	AT treatment	p53 reactivation
9	COc1ccc(CC(=O)c2ccc(O)cc2O)cc1	-1%	6	?	?	2%	-14%	-18%	-0.1%	?	18%
10	Cc1cc(C)n2nc(SC3CCCCN(C(=O)c4ccc(F)cc4)C3=O)nc2n1 (stereo unspecified)	-12%	12	-10%	7%	3%	8%	25%	-2.9%	0%	0%
11	COc1ccccc1C(=O)NC(CCSC)C(=O)NCc1ccncc1 (stereo unspecified)	0%	-1	11%	-5%	14%	.	5%	7.0%	5%	9%
12	Cc1nc(NCCc2ccccc2F)c(C#N)c(C)c1[N+](=O)[O-]	0%	1	?	-52%	3%	3%	-25%	-0.1%	-1%	6%
13	CC1(C)Cc2c(sc(NC(=O)c3ccc4ncsc4c3)c2C(N)=O)C(C)(C)N1	-3%	2	?	-2%	-1%	9%	-63%[inhibitor]	0.4%	-4%	?
14	CCCN(C(=O)CSc1nc2cc(S(=O)(=O)N(CC)CC)ccc2o1)C1CCS(=O)(=O)C1 (stereo unspecified)	-2%	2	-5%	3%	-6%	.	?	0.1%	22%	-2%
15	O=C(CSc1nnnn1C1CC1)N1CCN(c2ccc(O)cc2)CC1	-2%	0	-6%	4%	.	.	3%	0.0%	2%	-2%
16	CC(=O)C1C(=O)c2c(cccc2[N+](=O)[O-])C1=Nc1ccccc1C (stereo unspecified)	.	9	0%	.	.	-1%	.	0.1%	.	2%
17	O=C(Cn1nc(Cc2cccnc2)c2ccccc2c1=O)NCc1ccc2c(c1)OCO2	-3%	6	?	2%	2%	-1%	-13%	-0.4%	6%	-5%
18	O=C(Cn1cnc2ccccc21)Nc1ccc(SC(F)F)cc1	-9%	-6	2.1µM*	-6%	9%	8%	-37%	0.5%	-5%	-3%
19	CCCOc1ccc(N2C(=O)CC(N3CCCC(C(=O)N4CCCC4)C3)C2=O)cc1 (stereo unspecified)	-2%	-3	0%	-10%	-4%	-1%	0%	-2.1%	1%	5%
20	CC(=O)c1cccc(OCc2cc(C(=O)N3C[C@@H](C)O[C@@H](C)C3)no2)c1	2%	-2	?	?	1%	-6%	7%	-1.0%	0%	?
21	COc1ccc(NC(=O)Nc2ccc3c(c2)CCC3)cc1	2%	8	?	2.5µM*	6%	7%	0%	0.5%	-3%	10%
22	COC(=O)[C@@]12CCCCN1[C@H](c1ccc(-c3ccc(F)cc3)c(OC)c1)[C@@H]1C(=O)N(C)C(=O)[C@@H]12	-1%	6	-17%	-54%	-6%	.	0%	-0.1%	1%	-7%
23	O=C(NCCc1nccs1)C1CCC(=O)N(Cc2cccc(C(F)(F)F)c2)C1 (stereo unspecified)	2%	1	7%	-5%	-3%	?	19%	-0.8%	5%	-8%
24	COc1cc(Cl)ccc1OCc1cc(C(=O)N2C[C@H]3CC[C@H]2C3)no1	.	9	?	11µM*	-6%	-10%	-29%	-0.1%	7%	?
25	CC(CCc1ccccc1)NC(=O)CN1CCN(c2ccc(O)cc2)CC1 (stereo unspecified)	-2%	-1	?	-31%	-2%	35%[activator]	-22%	-0.3%	-3%	-2%
26	COc1cc(CN2CCN(Cc3cccc(OC)c3OC)CC2)cc(OC)c1	1%	9	13%	1%	3%	0%	-49%[inhibitor]	2.7%	-18%	1%
27	Cc1ccc(NC(=O)C2=CCN(S(=O)(=O)c3ccc(F)cc3)CC2)c(C)c1	-1%	?	17%	11%	-5%	8%	4%	-0.6%	5%	0%
28	Cc1ccc(C#CC[N+]2(C)CCCCC2)cc1	1%	-1	-9%	-14%	-5%	-1%	-47%[inhibitor]	-0.5%	-3%	3%
29	COc1ccc2c(c1)Sc1ccccc1N2CCN(C)C	-3%	16	15%	-14%	-5%	3%	-40%	-1.6%	-3%	?
30	C#CC[N+]1(CC#Cc2ccc(C#CC[N+]3(CC#C)CCOCC3)cc2)CCOCC1	-5%	-1	16%	11%	1%[46.1 µM]	8%	-15%	-0.3%	.	-1%
31	COc1ccccc1CCNC(=O)C(=O)NCC1OCCN1S(=O)(=O)c1cc(F)ccc1F (stereo unspecified)	0%	2	0%	-31%	-3%	.	-8%	-0.7%	4%	.
32	CCc1ccc(N=C2NC(=O)CS2)cc1	0%	0	10%	-5%	.	0%	9%	0.5%	-11%	5%
33	CCCOc1ccc2cc(-c3ccccn3)c(=O)oc2c1	-1%	?	?	-75%[inhibitor]	3%[46.1 µM]	16%	17%	-0.6%	?	-5%
34	COc1ccccc1Cn1c(=O)c2ccccc2n2c(SCc3csc(C)n3)nnc12	-5%	1	?	9%	0%	-6%	7%	-0.1%	5%	-5%
35	COc1ccccc1N1CCN(/N=C\c2ccc(C)o2)CC1	1%	-1	?	?	2%	-12%	-14%	0.1%	8%	2%

In the list so far, these contain a nitro group on carbon.
nr	smiles	TSG101-PTAP inh	TRPV1 ag	ELG1 DNA repair	BRCA1 expr act	TCR activator	CXXC DNA block	a7 integrin act	B2AR arrestin	AT treatment	p53 reactivation
12	Cc1nc(NCCc2ccccc2F)c(C#N)c(C)c1[N+](=O)[O-]	0%	1	?	-52%	3%	3%	-25%	-0.1%	-1%	6%
16	CC(=O)C1C(=O)c2c(cccc2[N+](=O)[O-])C1=Nc1ccccc1C (stereo unspecified)	.	9	0%	.	.	-1%	.	0.1%	.	2%

Outcome played no part in choosing rows. About 3.8% of those tested had a hit in this group.
